MOR-DOR ag: OPRM1-OPRD1 heterodimerization agonism; P35372+P41143; cells, luminescence; activation, % at 9.3 µM; 0.3% of 340,000 active; AID 504326; in the data active = activation above about 18%;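 note: 0% = vehicle-treated cells and 100% = reference agonist; values of inactives mirror those of a sister screen read the other way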
Target sequence (P35372 whole entry, looked up): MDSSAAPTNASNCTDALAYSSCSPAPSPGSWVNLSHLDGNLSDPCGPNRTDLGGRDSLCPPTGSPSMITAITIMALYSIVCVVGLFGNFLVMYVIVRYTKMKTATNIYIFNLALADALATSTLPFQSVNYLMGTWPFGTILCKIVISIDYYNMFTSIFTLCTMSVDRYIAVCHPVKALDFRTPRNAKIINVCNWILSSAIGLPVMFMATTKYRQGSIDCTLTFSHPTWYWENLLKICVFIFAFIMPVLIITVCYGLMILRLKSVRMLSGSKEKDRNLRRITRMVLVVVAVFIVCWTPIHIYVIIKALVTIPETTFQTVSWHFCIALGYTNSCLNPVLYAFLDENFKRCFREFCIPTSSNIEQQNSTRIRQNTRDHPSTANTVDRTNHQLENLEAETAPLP
Target sequence (P41143 whole entry, looked up): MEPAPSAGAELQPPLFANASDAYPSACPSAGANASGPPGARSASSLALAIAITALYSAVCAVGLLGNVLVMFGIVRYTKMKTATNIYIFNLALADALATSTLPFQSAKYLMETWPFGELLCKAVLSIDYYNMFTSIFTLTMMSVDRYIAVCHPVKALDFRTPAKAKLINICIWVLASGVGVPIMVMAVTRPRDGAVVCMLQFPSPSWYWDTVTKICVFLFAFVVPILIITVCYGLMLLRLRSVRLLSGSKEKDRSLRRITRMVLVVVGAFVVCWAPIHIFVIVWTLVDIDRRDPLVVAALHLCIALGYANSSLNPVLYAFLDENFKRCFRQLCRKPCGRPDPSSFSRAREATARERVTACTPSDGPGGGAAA
AddAB inh: less growth of phage-infected E. coli with AddAB; inhibition, % at 11.9 µM; 0.29% of 330,000 active; E. coli expressing H. pylori AddAB, absorbance growth; AID 435030; in the data active = inhibition above about 12%;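 note: 0% = vehicle wells of infected cells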
PKA-R1A activ: activators of PKA-R1A complex; P00514+P68181; PKA-R1A dissociation, Cy5-IP20 fluorescence polarization; scaled: DMSO 0%, 113 µM cGMP 100%; AID 504707; activation, % at 11.4 µM; 0.083% of 340,000 active;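 active = percent activation above the mean of all tested compounds plus 3 SD, cut at about 19% in these data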;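 note: higher means more PKAc released from R1A so a rise in polarization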
Arr AP2 block: inhibitors of human beta-arrestin and AP2 interaction. FITC-arrestin peptide / GST-AP2 beads, flow cytometry; AP2 beta2 appendage carries R879A mutation. inhibition, % at 10 µM. 0.31% of 340,000 active;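 active = inhibition above a set limit, near 3 SD of compounds lacking own fluorescence, cut at about 54% in these data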;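 note: plate controls were DMSO wells for no effect and 5 µM unlabelled arrestin peptide for full effect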
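System: GST-tagged AP2 beta2-adaptin appendage (R879A) on 4 µm glutathione beads / Reagent: FITC-arrestin peptide, 50 nM / Detection: HyperCyt-sampled flow cytometry, FL1 channel, ex 488/em 535 nm / Timing: 12 min plus 1 h, RT / Buffer or medium: PBS plus Tween 20 (0.05%) and BSA (0.1%)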
PfHsp90 yeast 2: growth inhibition of yeast expressing Plasmodium Hsp90; inhibition, % at 9.4 µM; S. cerevisiae expressing PfHsp90, BacTiter-Glo ATP, 48 h; yeast lacking PDR1 and PDR3 efflux regulators; 0.32% of 310,000 active; AID 504621;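 active = every replicate shows inhibition above about 80%, whatever the replicate mean, limit read from the data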;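 note: 0% = DMSO neutral controls and 100% = 20 µM radicicol positive controls; yeast relying on Plasmodium falciparum Hsp90 in place of its own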
E coli growth: reduces bacterial viability in AddAB counter-screen. E. coli V3065 growth, OD600 absorbance, 18 h. inhibition, % at 11.9 µM. 0.27% of 330,000 active. AID 449728;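 active = inhibition above the campaign's mean inhibition across all tested compounds plus 3 SD, cut at about 9.9% in these data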;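 note: uninfected addAB+ strain grown without phage in ampicillin broth; 0% = DMSO wells and 100% = ciprofloxacin 0.95 µg/ml wells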
OPRM1-OPRD1 inv: mu-delta opioid heterodimer inverse agonism; P35372+P41143; cell-based MOR-DOR heterodimer luminescence; 0.21% of 340,000 active; inhibition, % at 9.3 µM; in the data active = inhibition above about 22%, passing the limit was not always enough;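 note: 0% = cells with DMSO and 100% = wells without cells with DMSO; values of inactives mirror those of a sister screen read the other way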
Tat transport: blocks Tat-dependent protein export in E. coli; E. coli MC4100 TorA-mCherry Tat export, fluorescence; inhibition, % at 10 µM; 0.036% of 340,000 active; AID 488895;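 active = mean replicate inhibition at least 50% and at least half of replicates individually reaching 50%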;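 note: exported cargo escapes ClpAP degradation while cytoplasmic cargo is degraded and loses fluorescence; 0% = median of neutral control wells and 100% = median of NaSCN control wells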
Mot1-301 SUMO: SUMOylation pathway inhibition by Mot1-301 growth rescue; 1% of 320,000 active; AID 2716; S. cerevisiae Mot1-301 growth rescue, ATP luminescence, 38.5C; percent above DMSO median, 100 means doubled; growth rescue, % at 18.8 µM;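 active = every valid replicate shows activation above 250% relative to neutral control wells; inactive = the rest, any valid replicate at or below 250%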;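 note: OY570 slx delta 5 strain wells were the positive control but not used for scaling; some compounds called inactive have numbers as strong as hits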
DSG3 Ab inh: inhibitors of pemphigus antibody binding to human desmoglein-3; P32926; DSG3-coupled beads, scFv-anti-DSG3-GFP binding, flow cytometry; active compounds read low; binding (percent of control), % at 10 µM; 0.48% of 310,000 active; AID 588358;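 active = binding more than 3 SD below its plate's average and above zero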;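 note: hits lower antibody fragment binding to DSG3; some compounds called inactive have numbers as strong as hits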
phage Ecoli inh: E. coli growth loss with phage present. growth absorbance. inhibition, % at 11.9 µM. 0.26% of 360,000 active. AID 651602; in the data active = inhibition above about 11%
* hit, by the source's call; x = not tested or not shown.

SMILES	MOR-DOR ag	AddAB inh	PKA-R1A activ	Arr AP2 block	PfHsp90 yeast 2	E coli growth	OPRM1-OPRD1 inv	Tat transport	Mot1-301 SUMO	DSG3 Ab inh	phage Ecoli inh
Cc1ccccc1OCCCC(=O)Nc1ccccc1C(F)(F)F	-1.0	2.7	11	-10	-4	-3.0	6	-4	-14	106	2.4
COc1ccc(-c2noc(CN(C(=O)c3c(-c4ccccc4Cl)noc3C)C(C)C)n2)cc1	-2.8	3.6	-7	27	18	-1.9	12	4	-8	x	1.6
CCOC(=O)c1c(S(=O)(=O)Nc2ccccn2)c(C)n(C)c1C	-1.7	2.4	-1	-14	-3	-3.4	9	1	14	x	-0.2
O=C(c1cc(=O)[nH]c2ccccc12)N1CCN(c2cccc(C(F)(F)F)c2)CC1	-3.3	5.5	11	0	17	1.8	16	1	0	82	4.9
CC(C)(O)C#Cc1ccc(CNC[C@H]2O[C@@H](n3cnc4c(N)ncnc43)[C@H](O)[C@@H]2O)s1	-3.0	1.5	4	-7	8	-1.4	15	-13	x	110	2.1
N#Cc1ccc(S(=O)(=O)N2CCN(C(=O)C3CC(=O)N(c4ccc5c(c4)OCCO5)C3)CC2)cc1 (stereo unspecified)	-2.5	2.8	4	-5	x	-1.9	10	-2	78	94	2.1
Nc1nnn(CC(=O)N/N=C/C=C/c2ccccc2)n1	-1.1	-0.9	-4	4	-7	0.7	5	-10	-4	106	-0.5
Cc1cnc(C(=O)OCC(=O)Nc2cccc(C)c2C)cn1	-2.2	0.5	-14	4	13	2.4	9	-1	8	x	2.5
COc1ccc(C2CC(=O)c3cnc(NC(=O)c4cc(OC)cc(OC)c4)nc3C2)cc1 (stereo unspecified)	-0.1	1.3	-13	-10	14	2.0	1	6	-22	100	1.6
CCCCn1c(N)c(N(CCOC)C(=O)c2cccc(S(=O)(=O)N(C)c3ccccc3)c2)c(=O)[nH]c1=O	-3.5	0.8	-5	6	x	3.4	18	8	3	101	-0.5
CCc1ccccc1NC(=O)CCCN1C(=O)c2cccnc2C1=O	-1.3	-2.7	-4	-5	6	-2.3	6	-4	-5	x	0.3
O=C(CCNC(=O)c1ccc(Br)cc1)NNC(=O)c1ccccc1O	-1.7	-0.5	-6	-7	x	2.0	11	0	-14	98	3.2
COc1cc(C(=O)OCCN2CCOCC2)ccc1O	-0.8	0.6	-10	-4	19	0.5	4	-2	6	106	3.2
OC1(c2cccc(C(F)(F)F)c2)CCN(Cc2nnnn2Cc2ccccc2)CC1	-0.5	0.3	-6	8	-32	-1.6	2	11	2	99	2.0
CCOc1ccc2c(c1)nc(C)n2C	x	-0.8	x	43	5	-0.1	x	-1	-5	88	1.8

Rewritten comma-delimited: part of the list above
canonical_smiles,MOR-DOR ag,AddAB inh,PKA-R1A activ,Arr AP2 block,PfHsp90 yeast 2,E coli growth,OPRM1-OPRD1 inv,Tat transport,Mot1-301 SUMO,DSG3 Ab inh,phage Ecoli inh
Cc1ccccc1OCCCC(=O)Nc1ccccc1C(F)(F)F,-1.0,2.7,11,-10,-4,-3.0,6,-4,-14,106,2.4
COc1ccc(-c2noc(CN(C(=O)c3c(-c4ccccc4Cl)noc3C)C(C)C)n2)cc1,-2.8,3.6,-7,27,18,-1.9,12,4,-8,x,1.6
CCOC(=O)c1c(S(=O)(=O)Nc2ccccn2)c(C)n(C)c1C,-1.7,2.4,-1,-14,-3,-3.4,9,1,14,x,-0.2
O=C(c1cc(=O)[nH]c2ccccc12)N1CCN(c2cccc(C(F)(F)F)c2)CC1,-3.3,5.5,11,0,17,1.8,16,1,0,82,4.9
CC(C)(O)C#Cc1ccc(CNC[C@H]2O[C@@H](n3cnc4c(N)ncnc43)[C@H](O)[C@@H]2O)s1,-3.0,1.5,4,-7,8,-1.4,15,-13,x,110,2.1
N#Cc1ccc(S(=O)(=O)N2CCN(C(=O)C3CC(=O)N(c4ccc5c(c4)OCCO5)C3)CC2)cc1 (stereo unspecified),-2.5,2.8,4,-5,x,-1.9,10,-2,78,94,2.1
Nc1nnn(CC(=O)N/N=C/C=C/c2ccccc2)n1,-1.1,-0.9,-4,4,-7,0.7,5,-10,-4,106,-0.5
Cc1cnc(C(=O)OCC(=O)Nc2cccc(C)c2C)cn1,-2.2,0.5,-14,4,13,2.4,9,-1,8,x,2.5

The list goes on:
SMILES	MOR-DOR ag	AddAB inh	PKA-R1A activ	Arr AP2 block	PfHsp90 yeast 2	E coli growth	OPRM1-OPRD1 inv	Tat transport	Mot1-301 SUMO	DSG3 Ab inh	phage Ecoli inh
COCC1CCN(Cc2cn[nH]c2-c2ccc(OC)c(F)c2)C1 (stereo unspecified)	-3.2	3.6	-17	-3	7	1.1	16	0	-2	94	3.7
O=C(NN1CCOCC1)c1cc(-c2ccc(Br)cc2)nc2ccccc12	-2.8	0.1	-9	-7	-8	-2.5	17	-10	-14	105	5.1
CCC(=O)Nc1ccc(Br)cn1	-1.9	1.0	0	-6	26	0.7	10	-10	-32	97	2.3
COCC1=C(C(=O)OC)C(c2ccco2)n2ncnc2N1 (stereo unspecified)	x	1.1	x	29	x	-0.9	x	x	-32	103	3.5
CC(OC(=O)c1cccs1)C(=O)NCCc1ccccc1 (stereo unspecified)	-4.6	1.0	-4	0	5	-0.3	25	-2	-1	100	0.0
CC1CCN(C(=O)CCc2nc3cc(S(=O)(=O)N(C)C)ccc3n2C)CC1	-1.0	0.9	12	-2	7	-3.0	5	4	-13	99	1.9
COCCNC(=O)CN(C)S(=O)(=O)c1ccc(Br)cc1	-2.7	-0.2	0	5	3	-0.8	14	8	296	115	2.3
CCn1cc(C(=O)NC(=S)Nc2sc3c(c2C(=O)OC)CCCCCC3)cn1	-2.3	0.8	-1	-1	-16	-4.0	12	0	-4	126	1.8
N#CC(=Cc1ccc(O)cc1)C(N)=C(C#N)C#N	-2.4	-1.9	-4	18	-6	0.3	13	-1	4	98	4.1
CCOC(=O)CCc1c(C)c2ccc3c(c2oc1=O)CN(CCCO)CO3	-2.8	1.2	-4	-1	-1	1.7	13	5	-22	100	3.5
O=C(NCc1ccncc1)C(=O)Nc1nc(C23CC4CC(CC(C4)C2)C3)cs1	6.8	2.1	0	0	-7	-1.2	-41	1	26	109	0.2
Cc1ccccc1NC(=O)c1sc(Cl)nc1C	-1.6	1.0	0	11	12	0.8	11	10	0	99	3.8
Cc1c(NC(=O)CSc2ncn[nH]2)c(=O)n(-c2ccccc2)n1C	-2.7	2.4	-11	0	11	0.5	16	8	-3	104	2.9
CN(CCOc1ccccc1)CC(O)COCc1ccccc1F (stereo unspecified)	-2.2	-1.1	0	-10	-3	-2.7	10	10	-15	104	1.6
CCOC(=O)c1ccc(S(=O)(=O)Nc2cc(C(C)(C)C)no2)cc1	-2.3	1.9	2	-2	x	-1.7	11	-10	14	110	3.2
O=C(Nc1ccccc1)Nc1nnc(Cc2ccc(F)cc2)s1	2.2	6.0	-4	7	2	0.2	-12	-4	-40	112	-0.4
COC(=O)c1cc(-c2ccc(OC)cc2)nc2nc(SC)[nH]c(=O)c12	0.9	3.5	5	2	12	0.1	-7	3	-30	100	0.9
CSc1cccc(CN2CCC(CO)(Cc3cccc(C(F)(F)F)c3)CC2)c1	6.1	3.7	-4	-7	5	1.4	-29	2	12	112	1.8
CNC(=O)CSc1nc(-c2ccccc2)c(-c2ccccc2)o1	-1.7	1.0	-6	-8	16	-0.2	9	-1	4	108	2.8
CN1CCN(C(=O)c2cnn3c(C(F)(F)F)cc(-c4ccc5c(c4)OCO5)nc23)CC1	-2.5	0.0	-9	2	9	1.0	11	-12	4	100	2.1
Cc1ccc(OCC(=O)OCC(=O)Nc2sccc2C(N)=O)cc1C	-1.1	3.6	-15	2	1	0.2	6	0	-7	107	3.5
CCOC(=O)N1CCC(NC(=O)C2CCCN(S(=O)(=O)c3cccnc3)C2)CC1 (stereo unspecified)	-1.5	-1.3	-4	-1	7	-1.6	9	-6	6	103	1.9
O=C(CN1C(=O)COCC1=O)N1CCOCC1	-2.5	0.3	-2	-6	x	-0.8	13	2	-13	95	3.1
Cc1nc(NC(=S)NC(=O)c2cccs2)sc1C(=O)N(C)C	-2.8	2.1	12	6	7	-1.7	15	-4	-14	107	2.8
O=C(N/N=C/c1ccccc1O)C1CC(=O)N(c2ccc(Cl)cc2)C1 (stereo unspecified)	-2.6	-1.1	7	-9	25	-2.2	13	1	-14	99	-4.2
CC(=O)Nc1ccc(NC(=O)COc2ccc([N+](=O)[O-])cc2)cc1	-3.0	4.0	-4	26	-8	-1.9	15	-1	-12	96	0.5
COc1ccc(CNC(=O)CCc2nnc3ccc(NCCCN4CCCC4=O)nn23)cc1	0.8	0.3	-11	-16	-35	-0.1	-4	1	1	x	1.8
O=S(=O)(NCCc1csc(-c2cccnc2)n1)c1ccc(F)cc1	-2.4	1.8	-3	-2	-14	1.2	13	3	-6	113	3.4
O=C(c1cc2ccccc2o1)N1CCOCC1	-0.4	5.2	2	-5	2	0.6	3	-8	40	99	3.7
O=C(CSc1n[nH]c(-c2cccnc2)n1)Nc1cccc(Cl)c1	0.6	1.7	2	2	0	-1.1	-5	4	-1	125	1.4
COc1ccc(OC)c(NC(=O)CC(NC(C)=O)c2ccccc2)c1 (stereo unspecified)	-0.7	-0.1	7	-12	-12	1.2	4	1	10	109	0.6
Cc1ccc(NC(=S)NCCc2ccccc2)nc1	-1.0	-1.7	-8	-15	4	0.2	5	13	x	98	3.8
Cc1ccc(OCCCCCN2CCOCC2)c(Cl)c1	-2.5	3.2	-10	44	-10	1.5	13	-6	5	109	0.1
CCc1ccc(N2CC(C(=O)N3CCCCCC3)CC2=O)cc1 (stereo unspecified)	0.4	3.2	5	21	14	-2.1	-3	8	-14	103	1.6
O=C(c1ccc(C(F)(F)F)cc1)N1CCC(=O)N(C(COCc2ccccc2)Cc2ccccc2)CC1 (stereo unspecified)	3.6	0.4	0	46	-22	-3.7	-21	10	-5	101	-0.5
COc1ccc(C(=O)N/N=C\c2coc3ccc(Cl)cc3c2=O)cc1	-0.3	0.4	-9	17	-2	1.4	1	4	-12	110	1.7
COc1cccc([C@@H]2CC=C(C(=O)O)[C@H](c3cccc(Cl)c3)N2S(=O)(=O)c2ccc(C)cc2)c1	-1.8	-1.9	-5	3	-24	-0.4	10	4	-12	102	-2.9
Cc1c(NC(=O)Nc2ccc(C(C)(C)C)cc2)c(=O)n(-c2ccccc2)n1C	-1.6	1.3	6	33	0	-2.2	7	-8	-18	107	2.4
